Assay outcomes (PubChem)
Insulin prom inh: TRM-6 insulin promoter activity inhibition | TRM-6 cells (human fetal islet line), insulin promoter-eGFP reporter, imaging; reporter expression induced with tamoxifen | inhibition, % at 2 µM | actives 0.9% (n = 130,000);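 active means inhibition above the mean plus 3 SD, with well images judged a real hit on visual review, cut at about 60% in these data, passing the limit was not always enough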
sdo1 growth: sdo1-depleted yeast growth rescue | actives 0.21% (n = 140,000) | z-score at 10 µM | S. cerevisiae sdo1-depleted JHY4D growth rescue, OD600 30 h; hits give high values; pdr5 snq2 efflux-pump mutant strain;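 active means z-score above 3 at both the 24 hr and the 30 hr optical density reads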;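 further: z-score against mean and SD of all compound wells on the same plate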
sdo1 growth Rescue 24 h: also measured in sdo1 growth; calls as there; z-score; S. cerevisiae sdo1-depleted JHY4D growth rescue, OD600; measured here: growth rescue at 24 h;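 0 is the plate mean of compound wells and units are plate SD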
Active calls of the source: *. Only part of the results is shown; count on the stated rates, not on these rows.

`CC(C)(C)N(Cc1ccccc1)C(=O)CSc1nnc(CNc2ccc(F)cc2)o1` gave Insulin prom inh 18, sdo1 growth -0.98 and sdo1 growth Rescue 24 h -0.91.
Screening CCCCN1C(=O)c2ccc(C(=O)Nc3ccccc3N3CCOCC3)cc2C1=O returned Insulin prom inh -13.
For COc1ccc(-c2csc(NC(=O)CSc3n[nH]c(N)n3)n2)cc1 the results were Insulin prom inh 55.
CCOC(=O)C1=NN(c2ccc(C)cc2)C2(S1)SC(C(C)=O)=C(C)N2c1ccccc1 (configuration not stated) was read as Insulin prom inh 21, sdo1 growth -1 and sdo1 growth Rescue 24 h -0.68.
For O=C(CCn1cnnn1)Nc1ccc(Cl)c(Cl)c1 the results were Insulin prom inh -107.
COCCN1Cc2cccc(C(=O)N3CCN(c4cc(C)ccc4C)CC3)c2C1=O was read as sdo1 growth -0.17 and sdo1 growth Rescue 24 h -0.64.
Screening Cc1ccc(CC2S/C(=C(/C#N)C(=O)N3CCOCC3)N(c3ccccc3)C2=O)cc1 (configuration not stated) returned Insulin prom inh 43, sdo1 growth -0.58 and sdo1 growth Rescue 24 h -0.75.
Screening CCn1ncc(-c2cc(C(=O)O)no2)c1C returned Insulin prom inh -12.
For O=C(NCc1ccco1)C1CC(c2c(Cl)cccc2Cl)=NO1 (configuration not stated) the results were Insulin prom inh 16, sdo1 growth 0.95 and sdo1 growth Rescue 24 h 0.46.
Screening Cc1ccc(C(=O)NC(=S)Nc2ccc(Oc3ccc(Cl)cc3)cc2)cc1 returned Insulin prom inh -97, sdo1 growth -0.66 and sdo1 growth Rescue 24 h -0.7.
COc1cc(/C=C/C(=O)OCC(=O)NC(=O)NC23CC4CC(CC(C4)C2)C3)ccc1OCC#N was read as Insulin prom inh -11, sdo1 growth -1.1 and sdo1 growth Rescue 24 h -0.49.
`CCSc1nnc(NC(=O)C2CCN(S(=O)(=O)c3ccccc3C(F)(F)F)CC2)s1` gave Insulin prom inh 30, sdo1 growth -0.26 and sdo1 growth Rescue 24 h -0.1.
`COc1ccc2nc(C)cc(SCC(=O)NNC(=O)COc3cccc4ccccc34)c2c1` gave Insulin prom inh 17, sdo1 growth -0.57 and sdo1 growth Rescue 24 h -0.52.
For CCOCCn1c(CN2CCN(CC)CC2)nc2c1c(=O)n(C)c(=O)n2C the results were Insulin prom inh -41, sdo1 growth 0.78 and sdo1 growth Rescue 24 h 0.64.
CC(Oc1ccc(-n2cnnn2)cc1)C(=O)O (configuration not stated) was read as Insulin prom inh 8.
O=C(Nc1ccc2c(c1)CCC2)C1CCN(c2c3c(nc4ncnn24)CCC3)CC1 was read as sdo1 growth 0.85 and sdo1 growth Rescue 24 h 1.2.
For Cc1cccc(/C=N/NC(=O)c2cc3c(s2)-c2ccccc2CC3)c1 the results were Insulin prom inh -23, sdo1 growth -1.1 and sdo1 growth Rescue 24 h -0.75.
For CC(C)(C)c1cc(C(=O)O)c(CN2CCCCC2)o1 the results were Insulin prom inh 15, sdo1 growth 0.07 and sdo1 growth Rescue 24 h -0.29.
For Cc1cc(=O)n(C)c(=O)n1CCCCCCOc1cccc([N+](=O)[O-])c1 the results were Insulin prom inh -21, sdo1 growth -0.1 and sdo1 growth Rescue 24 h -0.24.
`O=C(O)CCCC(=O)Nc1nc(-c2ccc(F)cc2)cs1` gave Insulin prom inh 31, sdo1 growth 0.48 and sdo1 growth Rescue 24 h 0.55.
Screening CCc1nnc(NC(=O)C(C)Sc2ccccc2)s1 (configuration not stated) returned sdo1 growth 0.88 and sdo1 growth Rescue 24 h 0.41.
`c1ccc(Cn2c(CN3CCCC3)nc3ccccc32)cc1` gave Insulin prom inh 14, sdo1 growth 0.22 and sdo1 growth Rescue 24 h -0.34.
`O=C(NNS(=O)(=O)c1ccccc1[N+](=O)[O-])c1cccc(Cl)c1` gave Insulin prom inh 8, sdo1 growth 0.12 and sdo1 growth Rescue 24 h -0.48.
OC1=C(O)c2nc3ccccc3nc21 was read as Insulin prom inh 19, sdo1 growth 0.45 and sdo1 growth Rescue 24 h -0.2.
Cc1cc(C)n(-c2nc3ccccc3c(=O)n2OCCOc2ccccc2)n1 was read as Insulin prom inh -11, sdo1 growth -1.2 and sdo1 growth Rescue 24 h -2.
Screening CS(=O)(=O)N1CCCC(C(=O)NCCc2ccccc2)C1 (configuration not stated) returned Insulin prom inh 35, sdo1 growth 0.97 and sdo1 growth Rescue 24 h 0.78.
For O=C1N/C(=C/c2cccn2-c2ccccc2)C(=O)N1c1cccc(Cl)c1 the results were sdo1 growth 0.05 and sdo1 growth Rescue 24 h 0.51.
O=C(Cc1ccc(Cl)cc1)Nc1ccccc1Sc1ccccc1 was read as Insulin prom inh -21, sdo1 growth -0.85 and sdo1 growth Rescue 24 h -0.96.
Screening O=C(Nc1ncnc2sc3c(c12)CCCCC3)c1ccc(F)cc1 returned Insulin prom inh 42, sdo1 growth -1.1 and sdo1 growth Rescue 24 h -0.19.
Screening O=C(NCC1CCCO1)C(c1ccncc1)N(Cc1cccs1)C(=O)CN1C(=O)c2ccccc2S1(=O)=O (configuration not stated) returned Insulin prom inh 0.
Screening COc1cc(-c2nn3c(-c4ccccc4)nnc3s2)cc(OC)c1OC returned sdo1 growth -1.4 and sdo1 growth Rescue 24 h -0.43.
CC(C)OC(=O)CSc1nnc(-c2cccnc2)n1N was read as sdo1 growth 0.58 and sdo1 growth Rescue 24 h 0.32.
CC(C)Cc1cc(C(=O)Nc2c(F)cc(F)cc2Br)no1 was read as sdo1 growth 0.34 and sdo1 growth Rescue 24 h 0.66.
Cc1cc(NC(=O)CCC(=O)N(Cc2cccs2)C(C(=O)NC2CCCC2)c2cccnc2)no1 (configuration not stated) was read as Insulin prom inh 3, sdo1 growth -0.64 and sdo1 growth Rescue 24 h -0.9.
For CCOc1ccc(S(=O)(=O)Nc2cccc(Cl)c2)cc1 the results were Insulin prom inh -35.
For CCCCCCn1c(CN2CCCCC2C)nc2c1c(=O)n(C)c(=O)n2C (configuration not stated) the results were Insulin prom inh -69, sdo1 growth -0.24 and sdo1 growth Rescue 24 h -0.11.
Screening CCCCOC(=O)CCc1c(C)[nH]c(=O)c(C#N)c1C returned Insulin prom inh 9, sdo1 growth -0.56 and sdo1 growth Rescue 24 h 0.25.
Screening Nc1ncnc(Oc2cccc(C(F)(F)F)c2)c1[N+](=O)[O-] returned Insulin prom inh -19.
CC(C)OC(=O)C1C2C=CC3(CN(C(C)c4ccc(Br)cc4)C(=O)C13)O2 (configuration not stated) was read as sdo1 growth -0.93 and sdo1 growth Rescue 24 h -1.5.
`COc1ccc(NC(=O)CSc2ncnc3c2sc2ccccc23)c(OC)c1` gave sdo1 growth -0.85 and sdo1 growth Rescue 24 h -0.11.
For COc1ccc(C2CC(=O)C3=C(C2)Nc2ccccc2N(C(=O)C2CC2)C3c2cccnc2)cc1OC (configuration not stated) the results were Insulin prom inh 21, sdo1 growth 0.47 and sdo1 growth Rescue 24 h 0.25.
`CCCCC(=O)O[C@H]1CC[C@H]2[C@@H]3CCc4cc(O)ccc4[C@H]3CC[C@]12C` gave Insulin prom inh -41, sdo1 growth -1.1 and sdo1 growth Rescue 24 h -0.2.
For C=CCn1c(N)c(C(=O)OC(C)CC)c2nc3ccccc3nc21 (configuration not stated) the results were Insulin prom inh -38, sdo1 growth -1.4 and sdo1 growth Rescue 24 h -0.66.
`CCNc1nc(NCC)nc(N(C#N)CCOc2ccccc2)n1` gave Insulin prom inh -35.
Screening O=C1CCCN1CC1CCCN(Cc2nc(COc3ccccc3)no2)C1 (configuration not stated) returned Insulin prom inh 20.
`Cc1nnc(SC(C)C(=O)Nc2c(C)n(C)n(-c3ccccc3)c2=O)n1N` (configuration not stated) gave Insulin prom inh 18.
Screening COc1ccc(-n2nnnc2-c2cccc(OC)c2)cc1 returned Insulin prom inh -50, sdo1 growth -0.86 and sdo1 growth Rescue 24 h -0.17.
Screening CCCn1c(O)c(N=NC(=O)c2ccco2)c2ccccc21 returned Insulin prom inh 33, sdo1 growth 1.9 and sdo1 growth Rescue 24 h 3.
Cc1ccc(N=Nc2ccc(O)c(/C=N\NC(=O)c3ccc(N)cc3)c2)cc1C was read as Insulin prom inh 16, sdo1 growth -1.6 and sdo1 growth Rescue 24 h -0.54.
`CCC(CC)NC(=O)/C=C/c1cccc([N+](=O)[O-])c1` gave Insulin prom inh -19, sdo1 growth 0.11 and sdo1 growth Rescue 24 h -0.2.
For CC(C)n1nnnc1SCC(=O)NCc1ccc2c(c1)OCO2 the results were Insulin prom inh -15, sdo1 growth 0.12 and sdo1 growth Rescue 24 h -0.04.
Screening Cc1cc(C)cc(NCC(=O)Nc2c(C)cccc2C)c1 returned Insulin prom inh -4, sdo1 growth 0.61 and sdo1 growth Rescue 24 h 1.1.
`Cc1onc(C(=O)N2CCN(C(c3ccccc3)c3ccccc3)CC2)c1[N+](=O)[O-]` gave Insulin prom inh -400, sdo1 growth -0.73 and sdo1 growth Rescue 24 h -0.42.
For CC1CCCN(c2oc(-c3cccc4ccccc34)nc2C#N)C1 (configuration not stated) the results were sdo1 growth -0.65 and sdo1 growth Rescue 24 h -0.41.
`CC(=O)C1=C(C)NC(SCC(=O)c2ccc(Cl)cc2)=C(C#N)C1CC(C)C` (configuration not stated) gave Insulin prom inh 40, sdo1 growth -0.37 and sdo1 growth Rescue 24 h -0.47.
`CC1(C)N=C(c2ccccn2)C(C)(C)N1O` gave Insulin prom inh 11, sdo1 growth 0.81 and sdo1 growth Rescue 24 h 0.41.
CCN1CCN(CCCNC(=O)c2cc3cc4ccc(OC)cc4nc3o2)CC1 was read as Insulin prom inh 25, sdo1 growth 0.15 and sdo1 growth Rescue 24 h -0.39.
`Cn1c(N)c(S(=O)(=O)NCc2ccccc2Cl)c(=O)n(C)c1=O` gave Insulin prom inh -20.
CC(Sc1n[nH]c(=O)[nH]c1=O)C(=O)OCc1ccccc1 (configuration not stated) was read as Insulin prom inh -25, sdo1 growth -0.13 and sdo1 growth Rescue 24 h -0.31.
C[N+](C)(C)CCCN1C(=O)CCCC1=O was read as Insulin prom inh 16, sdo1 growth 0.65 and sdo1 growth Rescue 24 h 0.41.
`Cc1ccc(S(=O)(=O)NCc2csc(C)n2)c(C)c1` gave Insulin prom inh -21, sdo1 growth -0.83 and sdo1 growth Rescue 24 h -1.2.
Screening O=c1c([N+](=O)[O-])c(NC2CCCCC2)c2ccccc2n1-c1ccccc1 returned Insulin prom inh -161, sdo1 growth -1.1 and sdo1 growth Rescue 24 h -1.7.
`COc1ccc(S(=O)(=O)N2CCN(C(=O)c3cnc(C)cn3)CC2)cc1` gave Insulin prom inh -26, sdo1 growth 0.36 and sdo1 growth Rescue 24 h -0.11.
O=C(Nc1ccn(Cc2ccccc2F)n1)c1ccc(COc2cccc(Br)c2)cc1 was read as Insulin prom inh 0, sdo1 growth -0.12 and sdo1 growth Rescue 24 h -0.21.
Cc1ccc(Nc2nnns2)cc1C was read as Insulin prom inh -27, sdo1 growth 0.41 and sdo1 growth Rescue 24 h 0.91.
COc1cc(NS(=O)(=O)c2ccc(NC(=O)NC3CCCCC3)cc2)nc(OC)n1 was read as Insulin prom inh 28, sdo1 growth -0.36 and sdo1 growth Rescue 24 h -0.88.

Compounds above that contain fluorine (7):
`CC(C)(C)N(Cc1ccccc1)C(=O)CSc1nnc(CNc2ccc(F)cc2)o1` gave Insulin prom inh 18, sdo1 growth -0.98 and sdo1 growth Rescue 24 h -0.91.
`CCSc1nnc(NC(=O)C2CCN(S(=O)(=O)c3ccccc3C(F)(F)F)CC2)s1` gave Insulin prom inh 30, sdo1 growth -0.26 and sdo1 growth Rescue 24 h -0.1.
`O=C(O)CCCC(=O)Nc1nc(-c2ccc(F)cc2)cs1` gave Insulin prom inh 31, sdo1 growth 0.48 and sdo1 growth Rescue 24 h 0.55.
Screening O=C(Nc1ncnc2sc3c(c12)CCCCC3)c1ccc(F)cc1 returned Insulin prom inh 42, sdo1 growth -1.1 and sdo1 growth Rescue 24 h -0.19.
CC(C)Cc1cc(C(=O)Nc2c(F)cc(F)cc2Br)no1 was read as sdo1 growth 0.34 and sdo1 growth Rescue 24 h 0.66.
Screening Nc1ncnc(Oc2cccc(C(F)(F)F)c2)c1[N+](=O)[O-] returned Insulin prom inh -19.
O=C(Nc1ccn(Cc2ccccc2F)n1)c1ccc(COc2cccc(Br)c2)cc1 was read as Insulin prom inh 0, sdo1 growth -0.12 and sdo1 growth Rescue 24 h -0.21.
